Bioassay records deposited in PubChem by several laboratories.
bCat KO growth: primary screen for growth suppressors in beta-catenin knockout HCT116 cells (colon tumor, human); HCT116 beta-catenin knockout viability, CellTiter-Glo, 60 h; stronger effect = lower value; viability, % at 10 µM; 1.5% of 140,000 active;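 active = viability at or under a set limit, the compound median less 4 SD, cut at about 6% in these data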;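 also: 0% = Hyamine 1622 control at 20 µM and 100% = untreated cell control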
Measles CPE: compounds protecting cells from measles virus cytopathic effect, primary screen, measles RdRp inhibitor project, single point, MLSMR library, absorbance; Measles virus-infected cells, CPE protection; protection (pct of control), % at 4 µM; 1.5% of 140,000 active; AID 841, 2007; in the data active = protection mostly above about 24%, no sharp cut-off; inactive = mostly below about 26%; also: some compounds called inactive have numbers as strong as hits
PTEN del growth: growth suppression of PTEN-null HCT116, primary screen, cell-based, CellTiter-Glo; AID 827, 2007; viability, % at 10 µM; 1.2% of 140,000 active; HCT116 PTEN-null viability, 60 h; stronger effect = lower value;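 active = viability at or below a set limit, 4 SD under the median of all tested compounds, cut at about 3.7% in these data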;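 also: PTEN knockout HCT116 line with beta catenin targeted HCT116 as companion control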
MRP-1 activ: H69AR viability gain despite doxorubicin, primary screen, MRP-1 activator project, H69AR cells, CellTiter-Glo | viability rescue | viability increase, % at 10 µM | 0.61% of 140,000 active | AID 799, 2007;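 active = viability gain under doxorubicin at or above a set limit, the compound median plus 3 SD, cut at about 4.7% in these data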;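 also: MRP-1 overexpressing cells given doxorubicin 25 µM after compound pretreatment; 18-22 h compound pretreatment then 72 h with doxorubicin before readout; 0% = doxorubicin-only wells and 100% = vehicle-treated cells without doxorubicin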
E-sel TNF inh: E-selectin induction blockers in HUVEC – imaging, immunofluorescence, high content, primary screen; inhibition, % at 2 µM; 0.71% of 120,000 active; HUVEC TNFa-induced E-selectin immunofluorescence;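 active = inhibition above the batch mean plus 3 SD, and confirmed as a hit on visual image review, cut at about 43% in these data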;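 also: 0% = TNF-stimulated DMSO wells and 100% = unstimulated control wells; not every result past the cut was called active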
GALR2 antag: GALR2 antagonists in receptor-expressing cells, primary screen | AID 828, 2007 | 0.39% of 140,000 active | antagonist mode | Galanin receptor type 2 (Homo sapiens), O43603 | inhibition, % at 4 µM; in the data active = inhibition above about 27%;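 also: cells stimulated with galanin 1-16 at roughly its EC80; 0% = agonist challenge control and 100% = basal control without agonist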
Target sequence (O43603 whole entry, looked up): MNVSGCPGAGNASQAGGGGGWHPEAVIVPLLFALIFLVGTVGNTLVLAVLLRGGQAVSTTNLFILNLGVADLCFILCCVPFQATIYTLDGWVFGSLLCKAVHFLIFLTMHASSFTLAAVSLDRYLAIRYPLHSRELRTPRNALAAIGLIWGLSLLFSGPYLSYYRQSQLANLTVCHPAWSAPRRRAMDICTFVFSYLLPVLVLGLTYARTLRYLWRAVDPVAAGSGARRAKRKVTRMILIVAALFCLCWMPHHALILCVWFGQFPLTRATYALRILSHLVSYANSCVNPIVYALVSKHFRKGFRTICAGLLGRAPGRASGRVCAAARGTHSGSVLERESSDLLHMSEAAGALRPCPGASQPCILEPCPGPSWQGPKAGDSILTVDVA
Yeast life ext: compounds extending yeast replicative lifespan, primary screen, S. cerevisiae, OD615; 0.68% of 130,000 active; S. cerevisiae growth with nicotinamide; deaD strain in restrictive glucose medium; inhibition of the nicotinamide effect, % at 10 µM;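 active = inhibition above a set limit, placed 3 SD over the median of all compounds, cut at about 26% in these data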;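 also: 0% = nicotinamide-treated wells and 100% = cells grown without nicotinamide; some compounds called inactive have numbers as strong as hits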
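Test system: DeaD-strain S. cerevisiae / Buffer or medium: restrictive glucose medium / Also added: nicotinamide 1.5 mM / Doses: one concentration, 10 µM, DMSO 0.25% / Schedule: 48 h at 30 °C / Signal: OD615 measurement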
Phagocytosis inh: inhibitors of macrophage phagocytosis, primary screen, imaging, J774A.1 cells, IgG beads; J774A.1 macrophage IgG-bead phagocytosis; inhibition, % at 5 µM; 0.07% of 110,000 active;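 active = inhibition above the mean of the plate negative controls plus 5 SD, cut at about 13% in these data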;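 also: phagocytic index as fraction of beads internalized from green versus red external bead signal; plate controls were DMSO negative control for no effect and cytochalasin-D positive control for full effect; some results beyond the cut were filed as inactive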
NPY-Y2 antag: NPY-Y2 receptor antagonists, primary screen, cell-based; Neuropeptide Y receptor type 2 (Homo sapiens), P49146; NPY-Y2 expressing cells, antagonist mode; inhibition, % at 2.7 µM; 0.99% of 140,000 active; AID 793, 2007; in the data active = inhibition above about 17%;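 also: 0% = vehicle with agonist challenge and 100% = reference antagonist with challenge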
Target sequence (P49146 whole entry, looked up): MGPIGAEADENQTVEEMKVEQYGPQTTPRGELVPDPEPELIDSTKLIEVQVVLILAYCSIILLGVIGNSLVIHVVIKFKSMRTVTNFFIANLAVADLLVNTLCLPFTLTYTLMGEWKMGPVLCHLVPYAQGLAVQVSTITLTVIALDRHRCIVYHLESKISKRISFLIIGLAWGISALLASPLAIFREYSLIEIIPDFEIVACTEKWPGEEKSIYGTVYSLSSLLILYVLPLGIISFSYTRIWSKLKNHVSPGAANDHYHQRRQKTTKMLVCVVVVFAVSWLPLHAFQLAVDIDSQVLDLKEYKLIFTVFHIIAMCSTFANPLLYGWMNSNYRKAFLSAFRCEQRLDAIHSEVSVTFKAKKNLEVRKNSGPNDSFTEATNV
BB579 growth dn: growth inhibitors of yeast BB579 in restrictive medium, primary screen, yeast lifespan-shortening project, S. cerevisiae; OD615, 48 h; 0.51% of 140,000 active; inhibition, % at 10 µM;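 active = inhibition above a set limit, 3 SD over the mean compound inhibition, cut at about 44% in these data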; also: inactives centre near -24
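controls = amphotericin B 10 µg/mL, positive | assay system = DeaD yeast strain BB579 | schedule = 48 h compound exposure at 30 °C after 4 h preincubation | detection = OD615 turbidity measurement | medium = restrictive CSMM-D medium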
* = called active by the depositor; · = no result given.

[1] Cc1ccc(NC(=O)CSc2ncnc3ccccc23)cc1S(=O)(=O)N1CCCCC1
[2] CCCc1cc(N2CCCC(C(=O)Nc3c(OC)cccc3OC)C2)n2ncnc2n1 (centres undefined)
[3] CCCCC(=O)Nc1cccc(NC(=O)CC)c1
[4] CS(=O)(=O)CCC(C(=O)N1CCOCC1)N1C(=O)c2cc(Cl)c(Cl)cc2C1=O (centres undefined)
[5] COc1ccccc1-c1nc2n(n1)C(c1ccc(Cl)cc1)C(C(N)=O)=C(C)N2 (centres undefined)
[6] CC(C)CN(CC(C)C)S(=O)(=O)N1CCC(C(=O)NCc2ccc(F)cc2)CC1
[7] CCOC(=O)c1cnc(SCC(=O)c2ccc(C)cc2)nc1N
[8] COc1ccc(CCn2c(N3CCOCC3)nc3c2c(=O)[nH]c(=O)n3C)cc1
entry no.	1	2	3	4	5	6	7	8
bCat KO growth	76	92	97	86	85	109	91	96
Measles CPE	26	7	13	6	5	14	22	4
PTEN del growth	59	93	103	99	91	108	96	91
MRP-1 activ	-1.8	-4.1	-1.9	-0.2	-3.0	-1.1	-0.2	-2.1
E-sel TNF inh	·	2	-19	-32	-10	8	30	20
GALR2 antag	13	-2	-1	18	20	8	17	-12
Yeast life ext	0	0	-4	·	-3	-28	·	-1
Phagocytosis inh	-5	2	1	·	·	-4	·	-1
NPY-Y2 antag	6	1	1	1	0	-1	2	0
BB579 growth dn	-39	-30	-9	1	-35	-10	-13	-12

[9] Cc1cc(C)c2nc(NNC(=O)c3ccc(S(=O)(=O)N4CCCC(C)C4)cc3)sc2c1 (centres undefined)
[10] Cc1ccccc1NS(=O)(=O)c1ccc(C)c(C(N)=O)c1
[11] COC(=O)CCC(=O)Oc1ccc(OC(=O)CCC(=O)OC)cc1
[12] Cc1c(C(=O)OC(C)C)[nH]c2c1C(=O)CCC2
[13] CCc1cccc(CC)c1NC(=O)c1cc(CN2C(=O)c3ccccc3C2=O)ccc1OC
[14] COc1ccc(N(C(=O)c2ccco2)C(C(=O)NC2CCCCC2)c2ccccc2)cc1 (centres undefined)
[15] O=C(NCCSCc1ccccc1)c1ccccc1
[16] Cc1ccc(-c2cc(C(F)(F)F)n3ncc(C(=O)O)c3n2)cc1
entry no.	9	10	11	12	13	14	15	16
bCat KO growth	4.0*	90	91	108	96	96	101	89
Measles CPE	7	3	7	21	10	33	5	5
PTEN del growth	7	98	92	106	94	95	92	84
MRP-1 activ	-5.0	-2.4	-3.2	-0.5	-2.6	-1.0	-1.0	-1.5
E-sel TNF inh	-4	24	34	10	-14	6	·	-2
GALR2 antag	16	1	-5	6	4	4	-6	9
Yeast life ext	-3	-3	5	-18	3	·	-4	·
Phagocytosis inh	·	-4	-2	0	-4	·	3	·
NPY-Y2 antag	-1	2	2	3	3	6	3	2
BB579 growth dn	39	7	-17	1	-12	-13	-4	-25

[17] O=C(COc1ccccc1)N1CCN(C(=O)c2cccc(F)c2)CC1
[18] COc1ccc(S(=O)(=O)N2CCN(C(=O)COc3ccc4c(C)cc(=O)oc4c3)CC2)cc1
[19] COC(=O)c1cc(NC(=O)C2C3C=CC(C3)C2C(=O)O)cc(C(=O)OC)c1 (centres undefined)
[20] Cc1ccc(C(=O)NCC(=O)NCC(=O)OCC(=O)c2cccs2)cc1
[21] CCCN(CCC)C1CC(=O)N(Cc2ccccc2)C1=O (centres undefined)
[22] CCCC(=O)Nc1nc2ccc(NC(=O)c3cccnc3)cc2s1
[23] CCn1nnc(-c2ccccc2NC(=O)c2cc(OC)cc(OC)c2)n1
[24] Cc1[nH]c2ccccc2c1C(O)CN1CCN(c2cccc(C(F)(F)F)c2)CC1 (centres undefined)
entry no.	17	18	19	20	21	22	23	24
bCat KO growth	102	77	98	88	81	38	97	29
Measles CPE	6	24	12	4	3	5	2	5
PTEN del growth	97	77	97	89	79	36	98	22
MRP-1 activ	-0.3	-1.2	-1.2	-1.7	-4.0	-4.7	-0.3	-5.8
E-sel TNF inh	-17	·	-17	2	·	·	-38	-16
GALR2 antag	12	-3	1	-2	6	19	-4	12
Yeast life ext	-1	-25	-14	3	4	-3	-8	-3
Phagocytosis inh	-1	0	0	-1	-1	4	0	1
NPY-Y2 antag	1	3	1	1	2	0	3	0
BB579 growth dn	-24	-29	-14	-25	-22	-31	-22	-27

[25] Cn1c(=O)c2c(ncn2CC(=O)OCc2ccccc2)n(C)c1=O
[26] Fc1cc(F)c(F)c(SCCc2ccncc2)c1F
[27] Cc1onc(-c2ccccc2)c1C(=O)NCc1ccccn1
[28] CC(NC(=O)Cn1nc(C(F)(F)F)c2c1CCC2)c1ccccc1 (centres undefined)
[29] O=C(c1cc(-c2ccccc2O)on1)N1CCCC1
[30] CNC(=O)c1cccc(N2CCCC2=O)c1
[31] CCN1CCN(Cc2ccc(NC(=O)Nc3ccccc3)cc2)CC1
[32] CC(=O)c1cccc(NC(=O)N2CCCC2C(=O)NCCc2ccccc2)c1 (centres undefined)
entry no.	25	26	27	28	29	30	31	32
bCat KO growth	92	37	97	95	107	92	96	116
Measles CPE	3	6	19	3	13	1	3	10
PTEN del growth	103	23	94	104	110	93	106	105
MRP-1 activ	0.8	-5.7	-2.2	-2.9	-1.4	-3.6	-1.6	-0.9
E-sel TNF inh	1	18	10	16	·	10	·	20
GALR2 antag	-1	-3	13	3	16	-11	7	-11
Yeast life ext	-3	5	-4	-1	-6	-6	-8	-2
Phagocytosis inh	-1	0	-1	0	0	-2	0	·
NPY-Y2 antag	2	5	0	2	1	4	4	-1
BB579 growth dn	1	-60	-37	-28	-74	-13	0	-25

[33] CCOC(=O)C1=C(C)N(c2ccc(Cl)cc2)C(=O)NC1c1cccc([N+](=O)[O-])c1 (centres undefined)
[34] Cn1c(=O)c2c(ncn2CC(=O)NCc2cccnc2)n(C)c1=O
[35] COc1ccc(CCNS(=O)(=O)c2ccccc2)cc1OC
[36] O=C(/C=C/c1ccco1)Nc1ccc(N2CCCC2)cc1
[37] CC(C)C(OC(=O)c1ccco1)C(=O)NCc1ccco1 (centres undefined)
[38] CCOc1ccc(S(=O)(=O)Nc2ccc(Cl)cn2)c(C)c1C
[39] CCCCCCOC(=O)NCC(O)c1ccccc1 (centres undefined)
[40] CCC(C)N=CC1=C(O)C(C(=O)OC)C(C)(C)CC1=O (centres undefined)
entry no.	33	34	35	36	37	38	39	40
bCat KO growth	46	93	110	81	89	100	91	102
Measles CPE	27	39*	14	4	12	5	31*	16
PTEN del growth	36	106	104	82	99	101	101	96
MRP-1 activ	-4.5	0.4	-0.5	1.3	-2.1	-0.7	-0.1	-0.4
E-sel TNF inh	·	·	-1	·	·	-23	8	-3
GALR2 antag	-3	-13	-1	-4	-3	-1	10	-3
Yeast life ext	4	-8	-11	-4	-8	-14	-16	·
Phagocytosis inh	-8	4	-2	6	-1	-1	0	·
NPY-Y2 antag	1	0	1	2	1	-4	3	3
BB579 growth dn	-20	-38	7	-45	-29	-7	-5	-24

[41] COc1ccccc1NC(=O)c1ccc(COc2ccccc2OC)o1
[42] CCOC(=O)C(C(=O)NCC1CCCO1)C1CCCCC1 (centres undefined)
[43] O=[N+]([O-])c1cccc(S(=O)(=O)NCC2CCCO2)c1 (centres undefined)
[44] O=C(Nc1cccc(C(F)(F)F)c1)C(Sc1cccc[n+]1[O-])c1ccccc1 (centres undefined)
[45] CC/C(C)=N/Nc1cccc([N+](=O)[O-])c1
[46] O=C(NC1CCN(Cc2ccccc2)CC1)C1CCN(c2nnc(-n3cccc3)s2)CC1
[47] O=C1CN(C(=O)COc2ccccc2)CCN1
[48] O=C(COC(=O)Cc1ccc(Cl)cc1Cl)NCCC1=CCCCC1
entry no.	41	42	43	44	45	46	47	48
bCat KO growth	106	103	94	95	99	66	98	90
Measles CPE	1	6	18	2	11	8	12	12
PTEN del growth	97	96	103	100	98	77	109	99
MRP-1 activ	1.4	-0.5	-2.6	-1.8	-0.7	-1.5	-0.2	-1.5
E-sel TNF inh	-10	11	·	·	·	-43	·	18
GALR2 antag	9	-9	-5	-1	-1	0	-9	-1
Yeast life ext	-25	·	-1	3	-9	-10	1	4
Phagocytosis inh	-2	·	·	1	-10	0	·	·
NPY-Y2 antag	12	6	2	0	2	0	2	3
BB579 growth dn	-32	-37	2	59*	98*	-41	-16	-16

Values by screen from the entries so far.
NPY-Y2 antag, nos. 43–48 → 2, 0, 2, 0, 2, 3
GALR2 antag, nos. 43–48 → -5, -1, -1, 0, -9, -1

Continued:
[49] COc1cc(NC(=O)C2CCCO2)c(C(=O)O)cc1OC (centres undefined)
[50] CCOc1ccccc1CNCCO
[51] Cc1ccc(S(=O)(=O)N2CC3CCC2C3)cc1 (centres undefined)
[52] COc1cccc(C(=O)NCCCN2CCN(CCCNC(=O)c3cccc(OC)c3)CC2)c1
[53] Nc1nnc(SCC(=O)Nc2sc3c(c2C(=O)c2ccccc2)CCCC3)s1
[54] CCCNC(=O)c1cc(-c2ccc(OC)cc2)n(CCCOC)c1C
[55] COc1cc2c(cc1OC)-c1nnc(-c3ccco3)n1C1(CCCC1)C2
[56] Cc1ccccc1Cn1c(=O)n(CC2CCC(C(=O)NCCc3ccccc3)CC2)c(=O)c2ccccc21 (centres undefined)
entry no.	49	50	51	52	53	54	55	56
bCat KO growth	84	97	94	93	79	93	89	54
Measles CPE	24	19	21	9	33	3	1	1
PTEN del growth	88	107	96	100	78	106	93	19
MRP-1 activ	-1.4	-0.3	-0.2	-0.2	0.1	-3.4	-3.5	-5.2
E-sel TNF inh	-22	-16	·	·	·	-5	-29	·
GALR2 antag	12	1	2	-5	-6	2	-9	6
Yeast life ext	-2	·	-3	1	2	3	·	-1
Phagocytosis inh	0	·	-2	-1	-6	-12	·	-1
NPY-Y2 antag	0	7	0	2	6	13	3	5
BB579 growth dn	-4	-22	-52	-19	-48	-22	-27	-16

3 compounds already listed, sorted by molar mass, high to low.
[53] Nc1nnc(SCC(=O)Nc2sc3c(c2C(=O)c2ccccc2)CCCC3)s1
[54] CCCNC(=O)c1cc(-c2ccc(OC)cc2)n(CCCOC)c1C
[51] Cc1ccc(S(=O)(=O)N2CC3CCC2C3)cc1 (centres undefined)
entry no.	53	54	51
bCat KO growth	79	93	94
Measles CPE	33	3	21
PTEN del growth	78	106	96
MRP-1 activ	0.1	-3.4	-0.2
E-sel TNF inh	·	-5	·
GALR2 antag	-6	2	2
Yeast life ext	2	3	-3
Phagocytosis inh	-6	-12	-2
NPY-Y2 antag	6	13	0
BB579 growth dn	-48	-22	-52

Random draw from the library, and some 6.1% of all compounds hit somewhere here.
